# PLAP inhibition: PLAP enzyme inhibitors, biochemical, luminescence, HTS (AID 690). Alkaline phosphatase, placental type (Homo sapiens). purified PLAP, luminescent substrate; higher % means a stronger effect. one-dose inhibition, % at 20 µM; IC50 in µM for titrated hits. 96,000 tested, 0.08% active; in the data active = a potency from the dose series; inactive = the rest, 99 in 100 with inhibition below about 30%; note: strong numbers were not always called active
# NFkB transloc inh: inhibitors of IL-1B driven NFkB p65 nuclear import, primary screen, imaging, HUVEC, IL-1B stimulus, high-content imaging | 94,000 tested, 0.43% active | inhibition, % at 2 µM | HUVEC IL-1B NFkB p65 nuclear translocation imaging;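 active = inhibition above about 30% together with a positive call from visual inspection of the well image, limit read from the data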;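 note: nuclear over cytoplasmic p65 intensity ratio measured by imaging; 0% = IL-1B stimulated DMSO wells and 100% = unstimulated DMSO wells; values of inactives mirror those of a sister screen read the other way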
# NFkB transloc pot: enhancers of NFkB p65 translocation in HUVEC – imaging, IL-1B stimulus, high-content imaging, primary screen. 94,000 tested, 0.3% active. HUVEC IL-1B NFkB p65 nuclear translocation imaging. AID 819, 2007. activation, % at 2 µM;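 active = activation above 40%, about the mean plus 3 SD, also judged a hit on visual image review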;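 note: percent activation is computed from the nuclear over cytoplasmic p65 intensity ratio; values of inactives mirror those of a sister screen read the other way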
# MRP resist rev: reversal of MRP1-mediated doxorubicin resistance, primary screen, H69AR cells, doxorubicin co-treatment; H69AR cells + 2 uM doxorubicin, CellTiter-Glo, 72 h; differential viability (reversal), % at 10 µM; 85,000 tested, 0.04% active; AID 602, 2007;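 active = viability drop by adding the cancer drug above about 55%, with treated viability meeting a 40% cutoff, limit read from the data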;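 note: viability without doxorubicin minus viability with 2 µM doxorubicin for each compound; larger differential means the compound sensitizes cells more to doxorubicin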
# Bcl-B TR3 displacers: displacers of TR3 peptide from Bcl-B, primary screen, selectivity assay for Bfl-1 inhibitor project, biochemical, fluorescence polarization; Bcl-2-like protein 10 (Homo sapiens); FP displacement of FITC-TR3 peptide from Bcl-B; higher % means a stronger effect; displacement, % at 20 µM, or IC50 in µM where a hit was titrated; 96,000 tested, 0.11% active;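 active = displacement above 50% at 20 µM plus a fluorescence interference ratio under 1.5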;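 note: plate controls were wells without compound for no effect and wells lacking Bcl-B protein for full effect; a part of the inactive calls stands beside numbers as strong as those of hits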
# MRP resist rev cytotoxicity: also measured in MRP resist rev; calls as there; viability, %; H69AR cells, CellTiter-Glo, 72 h; measured here: cytotoxicity without doxorubicin
# MRP resist rev with doxorubicin: also measured in MRP resist rev; calls as there; viability, %; measured here: viability with 2 uM doxorubicin; active compounds read low
# NFkB transloc inh cell count 2 µM: further read-out of NFkB transloc inh, marked with its call; cell count; measured here: cells passing quality filter;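 raw number of nuclei counted in each imaged well without normalization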
# NFkB transloc pot cell count 2 µM: second read-out of NFkB transloc pot, no call of its own (marks repeat the call); cell count; measured here: cells passing quality filter
# An asterisk follows results filed as active; . = no result given. The list is partial. The share of hits here may be higher or lower than overall.
no.	Molecule	PLAP inhibition	NFkB transloc inh	NFkB transloc inh cell count 2 µM	NFkB transloc pot	NFkB transloc pot cell count 2 µM	MRP resist rev	MRP resist rev cytotoxicity	MRP resist rev with doxorubicin	Bcl-B TR3 displacers
1	Cc1cc(NS(=O)(=O)c2ccccc2)c(C)c(Cl)c1O	-8%	.	.	.	.	7	80	72	-3%
2	Cc1cc(C)nc(N2CCCC(C(=O)NCCc3cccc(F)c3)C2)n1 (stereo not drawn)	-4%	11	141	-11	141	8	84	76	-4%
3	CCn1c(NCc2cc(Br)ccc2NS(=O)(=O)c2ccc(C)cc2)nc2ccccc21	-3%	-6	153	6	153	.	.	.	-9%
4	CCOC(=O)COc1ccccc1-c1ccno1	-1%	22	168	-22	168	.	.	.	9%
5	CCN(CC)CCN1C(=O)C(=O)/C(=C(/O)c2ccc(OC)cc2)C1c1ccco1 (stereo not drawn)	-24%	-8	81	8	81	.	.	.	-10%
6	O=S(=O)(Nc1ccc(F)cc1)N1CCCCCC1	-29%	11	133	-11	133	-1	91	92	-6%
7	CCOc1ccc2c(=O)c(Oc3ccccc3OCC)coc2c1	-15%	-29	166	29	166	-1	85	86	6%
8	Cn1c(=O)c2c(nc(Sc3ncccn3)n2Cc2ccc(Cl)cc2)n(C)c1=O	-35%	10	202	-10	202	-2	79	80	-11%
9	Cc1nn(Cc2cccc(C(=O)NC34CC5CC(CC(C5)C3)C4)c2)c(C)c1Br	.	-5	77	5	77	11	98	88	.
10	Cc1ccc(NC2=C(N3CCOCC3)C(=O)c3ccccc3C2=O)cc1	-12%	-6	96	6	96	.	.	.	40%
11	COC(=O)c1ccccc1NC(NC(=O)c1ccco1)C(=O)c1ccccc1 (stereo not drawn)	0%	.	.	.	.	7	100	93	7%
12	COc1ccc(N(C(C)=O)S(=O)(=O)c2cc(OC)ccc2OC)cc1	2%	0	58	0	58	-12	83	94	-5%
13	Cc1ccc(-c2cc(-c3ccccc3)[nH]c(=S)c2C#N)cc1	-12%	7	109	-7	109	.	.	.	-2%
14	COc1cc(C=O)cc(OC)c1OS(=O)(=O)c1ccc(NC(C)=O)cc1	6%	-4	137	4	137	.	.	.	7%
15	COc1ccc(/C(N)=N/OC(=O)c2cc(-c3ccccc3)nc3ccccc23)cc1	6%	7	128	-7	128	.	.	.	10%
16	O=C(CSc1nnc(COc2ccccc2)n1Cc1ccco1)NCc1ccco1	-57%	-2	69	2	69	13	92	79	5%
17	O=C(N/N=C/c1ccc(F)c(F)c1)c1cc2c(s1)-c1ccccc1CC2	6%	-12	147	12	147	.	.	.	-5%
18	c1cncc(-c2nnc(-c3ccco3)o2)c1	9%	-30	140	30	140	7	100	93	2%
19	CC1CC(C)CN(c2ncc3c(n2)CC(c2ccc(Cl)cc2)CC3=O)C1 (stereo not drawn)	-3%	-10	120	10	120	-15	87	102	-1%
20	CC(=O)N(C)c1ccc(NC(=O)c2ccccc2C(=O)O)cc1	0%	2	119	-2	119	8	100	92	-7%

# Among those listed so far, 2 contain bromine:
no.	Molecule	PLAP inhibition	NFkB transloc inh	NFkB transloc inh cell count 2 µM	NFkB transloc pot	NFkB transloc pot cell count 2 µM	MRP resist rev	MRP resist rev cytotoxicity	MRP resist rev with doxorubicin	Bcl-B TR3 displacers
3	CCn1c(NCc2cc(Br)ccc2NS(=O)(=O)c2ccc(C)cc2)nc2ccccc21	-3%	-6	153	6	153	.	.	.	-9%
9	Cc1nn(Cc2cccc(C(=O)NC34CC5CC(CC(C5)C3)C4)c2)c(C)c1Br	.	-5	77	5	77	11	98	88	.

# (continued)
no.	Molecule	PLAP inhibition	NFkB transloc inh	NFkB transloc inh cell count 2 µM	NFkB transloc pot	NFkB transloc pot cell count 2 µM	MRP resist rev	MRP resist rev cytotoxicity	MRP resist rev with doxorubicin	Bcl-B TR3 displacers
21	COc1ccc(NC(=O)C2CCN(c3nc(C)cc(C)n3)CC2)cc1	.	-9	126	9	126	12	94	83	.
22	NC(=O)C(c1ccc(Cl)cc1)c1ncc(C(F)(F)F)cc1Cl (stereo not drawn)	22%	2	115	-2	115	.	.	.	8%
23	O=[N+]([O-])c1cc(C(F)(F)F)ccc1N/N=C/c1cc2ccccc2nc1Cl	0%	-24	148	24	148	.	.	.	-5%
24	Cc1ccc(C(NC(=O)NCCCN2CCOCC2)=C(Cl)Cl)cc1F	-86%	14	145	-14	145	.	.	.	5%
25	CC(NS(=O)(=O)c1ccc(CCC(=O)NCC2CCCO2)cc1)c1ccccc1 (stereo not drawn)	.	-19	110	19	110	13	93	79	.
26	CC(C)Nc1nc(Oc2ccc(Cl)cc2Cl)cc(C(F)(F)F)n1	-10%	-7	99	7	99	.	.	.	-3%
27	COC(=O)CCCCC1SCC2NC(=O)NC21O (stereo not drawn)	0%	-4	132	4	132	2	97	95	-23%
28	Cc1onc(-c2c(F)cccc2Cl)c1C(=O)Nc1nnc(-c2ccccc2)s1	8%	6	108	-6	108	-31	42	73	-8%
29	COC(=O)C(NC(=O)CCc1c(C)nc2ncnn2c1C)C(C)C (stereo not drawn)	7%	-6	163	6	163	5	90	86	4%
30	Cc1cn(C2OC(COC(=O)c3ccccc3)C(OC(=O)c3ccccc3)C2OC(=O)c2ccccc2)c(=O)[nH]c1=O (stereo not drawn)	.	-34	162	34	162	-1	69	70	.
31	CCOc1ccccc1C(=O)N1CCN(C(c2ccccc2)c2ccccc2)CC1	-4%	-24	164	7	132	.	.	.	-7%
32	O=C(N/N=C/c1ccco1)c1cc(-c2cccc3ccccc23)n[nH]1	-21%	-3	175	3	175	5	95	90	-2%
33	CCOC(=O)C1C(=O)NC(N2CCOCC2)=NC1C(C)C (stereo not drawn)	2%	10	84	-10	84	-12	94	106	3%
34	O=C(OCCN1CCCCC1)c1ccc(O)cc1	-22%	-7	152	7	152	.	.	.	-7%
35	COc1ccc(/C=N/N(C(C)=O)c2nc(-c3ccc(C)cc3)cs2)cc1	1%	0	136	0	136	.	.	.	1%
36	CCOc1cc(-c2noc(CCC(=O)Nc3cccnc3)n2)ccc1OC	-36%	.	.	.	.	-1	90	91	-9%
37	COC(=O)c1ccccc1NC(=O)CSc1nnnn1C1CCCCC1	-5%	-8	152	9	152	-15	66	81	-2%
38	CCN(CC)C(=O)CN(c1cccc(OC)c1)S(=O)(=O)c1ccc(C)cc1	-75%	-3	163	3	163	-12	82	95	6%
39	CN1CCN(C(CNS(=O)(=O)c2ccc(Cl)cc2)c2cccnc2)CC1 (stereo not drawn)	.	-20	129	20	129	10	94	84	.
40	CN1CCN(c2nc(-c3ccccn3)nc3ccccc23)CC1	21%	8	108	-8	108	68*	69*	1.5*	7%
41	Cc1cc(C)nc(N(C#N)CC(=O)Nc2ccccc2)n1	11%	6	128	-5	128	15	97	82	-14%
42	COc1cccc(-c2csc(N3CCN(CC(=O)Nc4ccc5c(c4)OCO5)CC3)n2)c1	-2%	6	146	-6	146	3	93	90	-1%
43	COc1cc2c(cc1OC)CN(S(=O)(=O)c1ccc3c(c1)OCCO3)CC2	-56%	10	191	-10	191	11	94	83	-6%
44	CCN(CC)c1ccc(/C=C/c2nc3ccccc3s2)cc1	-1%	7	140	-7	140	.	.	.	-22%
45	Cc1ccc(N(CC(O)CN2CCCC2)S(=O)(=O)c2ccc(C)cc2)cc1 (stereo not drawn)	-30%	11	150	-11	150	.	.	.	-3%
46	COc1ccccc1-c1nnc(NC(=O)OCC(C)C)s1	-39%	-11	146	11	146	0	89	89	8%
47	Cc1cc(S(=O)(=O)N2CCN=C2c2ccccc2)ccc1F	4%	1	175	-1	175	0	94	94	7%
48	C=CCn1c(SCC(=O)c2cccs2)nc2sc(C)cc2c1=O	11%	-8	88	8	88	-13	54	67	-14%
49	CCCn1cnc2c(=O)oc3ccccc3c21	.	-9	95	9	95	-3	89	92	.
50	Cc1c([N+](=O)[O-])cc(C(=O)Oc2ccc(Br)cc2C(=S)N2CCCCC2)cc1[N+](=O)[O-]	11%	-24	168	24	168	8	88	80	10%
51	Cc1cc(NC(=O)CCC(=O)N(CC(=O)NC2CCCC2)c2ccc3c(c2)OCCO3)no1	8%	6	210	-6	210	17	94	77	-14%
52	CCNC(=O)CC1C(=O)N(c2ccc(F)cc2)C(=O)N1CCc1ccc(OC)cc1 (stereo not drawn)	-8%	-10	157	10	157	-7	89	96	-3%
53	O=C(Nc1cccc(-c2cn3cccnc3n2)c1)c1ccc(Br)o1	16%	-6	167	5	167	.	.	.	-3%
54	CN1CCN(Cc2cccc(Oc3ccccc3)c2)CC1	-40%	-11	179	11	179	5	86	81	-6%
55	Cc1ccccc1CN1C2=NCCN2c2ccccc21	-41%	6	126	-6	126	12	93	81	-4%
56	Cc1cc(F)ccc1S(=O)(=O)Nc1ccccc1C(=O)Nc1ncn[nH]1	-193%	.	.	.	.	-1	94	96	5%
57	CCc1ccc(NS(=O)(=O)c2ccc3[nH]cc(C(=O)N4CCCCC4)c(=O)c3c2)cc1	-24%	-3	132	3	132	.	.	.	13%
58	COC(=O)c1sc(NC(=O)COc2cccc3ccccc23)nc1C	-1%	6	165	-7	165	16	96	80	-10%
59	CCCCCCCC(=O)N/N=C(\C)c1cccnc1	.	2	113	-2	113	9	93	85	.
60	CC(C)Cn1c(SCC(=O)NC2CCCc3ccccc32)nc(O)cc1=O (stereo not drawn)	-25%	-8	114	8	114	-8	95	103	-7%
61	Cc1cc(C(C)(C)C)cc(S(=O)(=O)Nc2ccc(O)c(C(=O)O)c2)c1C	-66%	-20	72	20	72	13	102	89	3%
62	COc1ccc(NC(=O)N2CCCC(C(=O)NC(C)C)C2)cc1 (stereo not drawn)	.	1	104	-1	104	-7	94	101	.
63	COc1ccccc1N(CC(=O)Nc1cc(C)on1)S(=O)(=O)c1ccc(Cl)cc1	20%	9	141	-9	141	.	.	.	-7%
64	O=C(O)/C=C\C(=O)Nc1ccccc1C(=O)NCc1ccccc1	.	16	100	-16	100	14	108	93	.
65	Cc1ccc(S(=O)(=O)NCC(=O)OC(C(=O)c2ccccc2)c2ccccc2)cc1 (stereo not drawn)	-6%	13	133	-13	133	.	.	.	3%

# Exported field by field: four of the compounds above
61) Cc1cc(C(C)(C)C)cc(S(=O)(=O)Nc2ccc(O)c(C(=O)O)c2)c1C
  PLAP inhibition: -66%
  NFkB transloc inh: -20
  NFkB transloc inh cell count 2 µM: 72
  NFkB transloc pot: 20
  NFkB transloc pot cell count 2 µM: 72
  MRP resist rev: 13
  MRP resist rev cytotoxicity: 102
  MRP resist rev with doxorubicin: 89
  Bcl-B TR3 displacers: 3%
62) COc1ccc(NC(=O)N2CCCC(C(=O)NC(C)C)C2)cc1 (stereo not drawn)
  PLAP inhibition: .
  NFkB transloc inh: 1
  NFkB transloc inh cell count 2 µM: 104
  NFkB transloc pot: -1
  NFkB transloc pot cell count 2 µM: 104
  MRP resist rev: -7
  MRP resist rev cytotoxicity: 94
  MRP resist rev with doxorubicin: 101
  Bcl-B TR3 displacers: .
63) COc1ccccc1N(CC(=O)Nc1cc(C)on1)S(=O)(=O)c1ccc(Cl)cc1
  PLAP inhibition: 20%
  NFkB transloc inh: 9
  NFkB transloc inh cell count 2 µM: 141
  NFkB transloc pot: -9
  NFkB transloc pot cell count 2 µM: 141
  MRP resist rev: .
  MRP resist rev cytotoxicity: .
  MRP resist rev with doxorubicin: .
  Bcl-B TR3 displacers: -7%
64) O=C(O)/C=C\C(=O)Nc1ccccc1C(=O)NCc1ccccc1
  PLAP inhibition: .
  NFkB transloc inh: 16
  NFkB transloc inh cell count 2 µM: 100
  NFkB transloc pot: -16
  NFkB transloc pot cell count 2 µM: 100
  MRP resist rev: 14
  MRP resist rev cytotoxicity: 108
  MRP resist rev with doxorubicin: 93
  Bcl-B TR3 displacers: .
